Pf Dd2 growth: P. falciparum Dd2 growth inhibitors, primary screen, SYBR Green fluorescence, single dose replicates | 72 h; active compounds read low | activity change, % at 10 µM | AID 1159554, 2015 | hit rate 2.3% among 94,000; in the data active = activity change below about -80%
C diff growth: C. difficile growth inhibitors, primary screen, HTS. AID 1259249, 2017. hit rate 0.25% among 86,000. Clostridium difficile clinical isolate growth, OD600, 24 h; active compounds read low. growth activity, negative = inhibition, % at 16 µg/mL (by protocol);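 active = mean growth activity at or below -80% and every replicate also at or below -80%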;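 note: 0% = DMSO wells and -100% = levofloxacin 16 µg/mL wells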
GASC1 inh: inhibitors of GASC-1 (KDM4C) histone demethylase, primary screen, biochemical, single concentration HTS. GST-KDM4C 2-372, H3K9me3 peptide, LANCE TR-FRET. inhibition, % at 12.5 µM. hit rate 0.15% among 96,000. AID 720574, 2013;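 active = mean replicate inhibition above about 25%, with at least 55% of replicates also reaching it, limit read from the data, passing the limit was not always enough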
Target sequence (Q9H3R0 2-372 limits assumed): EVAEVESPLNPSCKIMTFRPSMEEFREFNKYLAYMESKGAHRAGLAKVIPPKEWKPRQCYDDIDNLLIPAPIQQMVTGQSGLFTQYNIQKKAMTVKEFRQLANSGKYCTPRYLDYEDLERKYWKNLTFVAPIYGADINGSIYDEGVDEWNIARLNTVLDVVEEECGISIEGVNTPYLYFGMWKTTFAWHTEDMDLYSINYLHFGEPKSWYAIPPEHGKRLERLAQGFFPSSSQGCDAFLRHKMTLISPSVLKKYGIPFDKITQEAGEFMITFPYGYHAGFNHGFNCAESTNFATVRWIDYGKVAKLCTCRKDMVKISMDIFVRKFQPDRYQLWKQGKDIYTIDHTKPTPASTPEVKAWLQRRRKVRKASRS
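System – N-terminal GST-fused human GASC-1 (KDM4C) fragment, residues 2-372 · Input – enzyme final amount 10 nM · Technique – LANCE TR-FRET, Eu antibody, ULight-streptavidin, EDTA, ex 340 nm, em 618/671 nm · Medium – HEPES buffer, pH 7.5, plus ascorbate · Incubation – enzyme reaction 30 min, then detection 60 min, both room temperature · Reagent – H3K9me3 peptide with Fe(II)/2OG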
Tcruzi prolif: T. cruzi intracellular proliferation inhibitors, primary screen, cell-based, beta-gal Tulahuen parasites, NIH3T3 host, luminescence; T. cruzi beta-gal in NIH3T3, GalScreen luminescence, 90 h; inhibition, % at 8.34 µM; hit rate 5.9% among 77,000; AID 624255, 2012;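 active = mean inhibition above about 93%, with at least 55% of replicates each passing it, limit read from the data, passing the limit was not always enough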
An asterisk follows results filed as active; · = no result given; & = joins results of further samples. No enrichment for hits; overall some 7.3% were active at least once.

no.	SMILES	Pf Dd2 growth	C diff growth	Tcruzi prolif	GASC1 inh
1	C[C@@H]1CN([C@H](C)CO)C(=O)c2cccc(NS(=O)(=O)c3ccccc3)c2O[C@H]1CN(C)C(=O)Nc1ccccc1	-5	10	54	-0.1
2	C[C@@H]1CN([C@H](C)CO)C(=O)c2cccc(NS(=O)(=O)c3ccccc3)c2O[C@@H]1CN(C)Cc1ccc(C(F)(F)F)cc1	2	8	45	-3.3
3	Cc1ccccc1-c1ccccc1[C@@H]1[C@H](C#N)N(C(=O)c2cccc(F)c2)[C@H]1CO	-37	0	·	-2.1
4	C[C@H]1CN([C@@H](C)CO)C(=O)c2cc(NC(=O)CCN3CCOCC3)ccc2O[C@@H]1CN(C)S(=O)(=O)c1ccccc1	6	-3	16	0.5
5	C[C@@H]1CCCCO[C@H](CN(C)CC2CC2)[C@H](C)CN([C@@H](C)CO)C(=O)c2cc(NS(=O)(=O)c3ccccc3)ccc2O1	-45	-4	57	-1.1
6	COc1ccc2c3c(n(C)c2c1)[C@@H](CO)N(C)CC31CN(S(=O)(=O)c2cn(C)cn2)C1	12	13	·	0.6
7	CCCC#Cc1cnc2c(c1)C(=O)N([C@@H](C)CO)C[C@@H](C)[C@@H](CN(C)C(=O)CCN1CCCCC1)O2	8	-2	·	0.1
8	COc1ccc(S(=O)(=O)N(C)C[C@@H]2Oc3cc(C#CC4CC4)ccc3S(=O)(=O)N([C@H](C)CO)C[C@H]2C)cc1	-71	5	106*	-0.1
9	Cc1ccc(-c2ccc([C@H]3[C@H]4CN(C(=O)c5ccc(F)cc5)CCCCN4[C@H]3CO)cc2)cc1	2	32	102*	-1.0
10	C[C@@H]1CN([C@@H](C)CO)C(=O)c2c(c3ccccc3n2C)-c2ccccc2CO[C@@H]1CN(C)C(=O)[C@@H]1CCCN1C	-17	-5	-45	-2.2
11	CN(C)CCCNC(=O)[C@@H]1[C@@H](CO)[C@@H]2Cn3c(ccc(-c4ccc(F)cc4)c3=O)[C@@H]2N1C	-5	3	-29	2.5
12	CCN(C[C@H]1N[C@@H](CO)[C@H]1c1ccc(C2=CCCC2)cc1)C(=O)c1ccccc1	-40	30	83	1.2
13	C[C@H]1CN([C@@H](C)CO)C(=O)c2cccc(N(C)C)c2O[C@@H]1CN(C)S(=O)(=O)c1cn(C)cn1	-1	1	22	-0.9
14	COC(=O)C[C@H]1CC[C@@H]2[C@H](COC[C@@H](O)CN2CCC(F)(F)F)O1	·	2&-2	34	5.6
15	COc1ccc(S(=O)(=O)N[C@@H]2CC[C@@H](CCNC(=O)Cc3ccccn3)O[C@H]2CO)cc1	6	·	-25	1.3
16	CC(C)NC(=O)Nc1ccc2c(c1)C(=O)N([C@H](C)CO)C[C@@H](C)[C@H](CN(C)C)O2	-2	-1	-32	1.7
17	CC(=O)N1[C@H](CO)[C@@H](c2ccccc2)C12CN(S(=O)(=O)c1ccccc1)C2	34	-2	·	-0.6
18	C[C@H](C(=O)N(C)C[C@H]1OCc2ccccc2-c2ccccc2C(=O)N([C@H](C)CO)C[C@H]1C)c1ccccc1	1	0	-42	-0.6
19	C[C@@H]1CN([C@H](C)CO)C(=O)c2cccc(NS(=O)(=O)c3cn(C)cn3)c2O[C@@H]1CN(C)C(=O)Nc1ccc(F)cc1	10	2	27	1.2
20	CN(C)C(=O)c1cccc(-c2ccc([C@H]3[C@H](CO)N4C(=O)CN(C(=O)C5CCCCC5)C[C@@H]34)cc2)c1	-10	3	·	0.0
21	O=C(c1cccc(F)c1)N1C[C@H]2[C@@H](c3ccccc31)[C@@H](CO)N2C(=O)c1ccc(F)cc1	-4	2	19	-0.1
22	O=C(C[C@H]1CC[C@@H]2[C@H](COC[C@@H](O)CN2C(=O)c2ccccc2)O1)Nc1ccccc1	-16	-1&-1	·	0.5
23	Cc1noc(C)c1NC(=O)N[C@H]1CC[C@@H](CCNC(=O)C2CCCC2)O[C@H]1CO	-7	-1	·	6.4
24	O=C(C[C@H]1C=C[C@H](NC(=O)c2ccncc2)[C@H](CO)O1)NCC1CCCCC1	·	3	·	1.8
25	CCC(=O)Nc1ccc2c(c1)C(=O)N(C)[C@H]1CC[C@@H](CC(=O)Nc3cccc(OC)c3)O[C@@H]1CO2	-1	4	-21	2.0
26	COC(=O)C[C@H]1CC[C@@H]2[C@@H](COc3ccc(NC(=O)Nc4cc(C)cc(C)c4)cc3C(=O)N2C)O1	·	-8	67	-2.0
27	CO[C@@H]1CN(C)C(=O)c2cc(NC(C)=O)ccc2OC[C@@H](C)N(C(=O)Cc2ccccn2)C[C@@H]1C	23	·	-72	-0.3
28	COc1ccccc1S(=O)(=O)N[C@@H]1CC[C@@H](CCn2cc(C3CCCC3)nn2)O[C@H]1CO	19	-3	·	-0.1
29	CN1c2ccc(-c3cccc(C#N)c3)cc2[C@@H]2[C@@H](CCN2S(=O)(=O)c2ccccc2F)[C@@H]1CO	-33	2	92*	-1.2
30	COc1ccc(NC(=O)Nc2ccc3c(c2)C(=O)N([C@H](C)CO)C[C@H](C)[C@@H](CN(C)Cc2ccc(C(=O)O)cc2)OCCCC[C@H](C)O3)cc1	25	-10	51	1.2

Four neighbouring compounds out of the list so far:
no.	SMILES	Pf Dd2 growth	C diff growth	Tcruzi prolif	GASC1 inh
27	CO[C@@H]1CN(C)C(=O)c2cc(NC(C)=O)ccc2OC[C@@H](C)N(C(=O)Cc2ccccn2)C[C@@H]1C	23	·	-72	-0.3
28	COc1ccccc1S(=O)(=O)N[C@@H]1CC[C@@H](CCn2cc(C3CCCC3)nn2)O[C@H]1CO	19	-3	·	-0.1
29	CN1c2ccc(-c3cccc(C#N)c3)cc2[C@@H]2[C@@H](CCN2S(=O)(=O)c2ccccc2F)[C@@H]1CO	-33	2	92*	-1.2
30	COc1ccc(NC(=O)Nc2ccc3c(c2)C(=O)N([C@H](C)CO)C[C@H](C)[C@@H](CN(C)Cc2ccc(C(=O)O)cc2)OCCCC[C@H](C)O3)cc1	25	-10	51	1.2

The list continues.
no.	SMILES	Pf Dd2 growth	C diff growth	Tcruzi prolif	GASC1 inh
31	CN(C)CC(=O)Nc1ccc2c(c1)[C@H]1C[C@@H](CC(=O)NCCN3CCCCC3)O[C@H](CO)[C@H]1O2	22	1	·	-3.0
32	C[C@H]1CN([C@@H](C)CO)C(=O)c2cc(C#CCN(C)C)cnc2O[C@H]1CN(C)Cc1ccncc1	47	-4	-12	12
33	C[C@H]1CN([C@@H](C)CO)C(=O)Cc2cc(NS(C)(=O)=O)ccc2O[C@@H]1CN(C)S(=O)(=O)c1ccc(F)cc1	28	-3	10	-1.0
34	CCCNC(=O)C[C@@H]1CC[C@@H]2[C@H](COc3ccc(NC(=O)c4ccccc4)cc3C(=O)N2C)O1	-21	-7	14	-0.2
35	C[C@H](NC(=O)C[C@@H]1C=C[C@@H](NC(=O)c2cccnc2)[C@@H](CO)O1)c1ccccc1	-3	-2	26	-2.5
36	COc1ccc(NC(=O)Nc2cccc3c2O[C@H](CN(C)S(=O)(=O)c2cccs2)[C@@H](C)CN([C@@H](C)CO)C3=O)cc1	2	-1	23	-0.6
37	COc1ccccc1S(=O)(=O)N(C)C[C@@H]1OCc2cn(nn2)CCCC(=O)N([C@@H](C)CO)C[C@H]1C	19&0	·	9&-5	-5.4
38	C[C@@H]1CCCCO[C@@H](CN(C)S(=O)(=O)c2cccs2)[C@@H](C)CN([C@H](C)CO)C(=O)c2cc(NC(=O)CCCCCC(=O)Nc3ccccc3N)ccc2O1	-40	-4	62	0.8
39	CC(=O)N(C)C[C@@H]1Oc2cc(-c3ccc(C)cc3)ccc2S(=O)(=O)N([C@@H](C)CO)C[C@H]1C	-13	-13	-2	0.7
40	C[C@@H]1CN([C@H](C)CO)C(=O)Cc2cc(NS(=O)(=O)c3cn(C)cn3)ccc2O[C@H]1CN(C)C(=O)NC1CCCCC1	12	-1	-29	-6.4
41	CN1C[C@H]2[C@@H](c3ccccc31)[C@H](CO)N2C(=O)C1CCCCC1	3	-3	76	0.0
42	COCCNC(=O)c1cc2c(c(-c3cccc(C4=CCCCC4)c3)n1)[C@@H](CCO)N([S@](=O)C(C)(C)C)C2	-51	13	·	1.7
43	C[C@@H]1CN([C@H](C)CO)C(=O)c2cc(NC(=O)NC3CCCCC3)ccc2O[C@@H]1CN(C)Cc1ccc2c(c1)OCO2	-30	-5	22	0.5
44	C[C@@H]1CN([C@H](C)CO)C(=O)c2cc(NC(=O)Cc3cn(C)c4ccccc34)ccc2O[C@H]1CN(C)Cc1ccc(C(=O)Nc2ccccc2N)cc1	-44	·	-1	-0.7
45	Cc1noc(C)c1S(=O)(=O)Nc1ccc2c(c1)C(=O)N([C@H](C)CO)C[C@@H](C)[C@@H](CN(C)Cc1ccc(-c3ccccc3)cc1)O2	42	-5	30	0.6
46	Cc1noc(C)c1NC(=O)N(C)C[C@H]1OCc2cn(nn2)CCCC(=O)N([C@@H](C)CO)C[C@@H]1C	-1&5	2	15&14	0.4
47	CO[C@@H]1CN(C)C(=O)c2ccc(NC(=O)Cc3ccccc3)cc2OC[C@@H](C)N(C(C)=O)C[C@H]1C	-27	·	-18	1.2
48	Cc1noc(C)c1S(=O)(=O)Nc1ccc2c(c1)CC(=O)N([C@H](C)CO)C[C@@H](C)[C@H](CN(C)Cc1ccc(Oc3ccccc3)cc1)O2	0	68	87	-1.4
49	C[C@H]1CN([C@@H](C)CO)C(=O)c2cc(C#Cc3ccccc3)cnc2O[C@@H]1CN(C)C(=O)c1ccccc1F	-75	-4	87	0.3
50	COc1ccc(S(=O)(=O)N(C)C[C@H]2Oc3c(NC(=O)Nc4cccc5ccccc45)cccc3C(=O)N([C@H](C)CO)C[C@H]2C)cc1	-83*	-1	128*	-1.2
51	O=C(C[C@@H]1CC[C@@H]2[C@H](COC[C@@H](O)CN2C(=O)Nc2ccc3c(c2)OCO3)O1)N1CCN(c2ccccc2)CC1	-10	13&-4	·	1.0
52	Cc1noc(C)c1NC(=O)Nc1ccc2c(c1)C(=O)N([C@@H](C)CO)C[C@@H](C)[C@H](CN(C)C(=O)Nc1c(C)noc1C)O2	17	-4	27	0.5
53	C[C@H]1CN([C@@H](C)CO)C(=O)c2cccc(NS(=O)(=O)c3ccc(Cl)cc3)c2O[C@H]1CN(C)Cc1ccc(C(=O)Nc2ccccc2N)cc1	-89*	0	104*	-0.8
54	O=C(C[C@H]1C=C[C@@H](NC(=O)C2CC2)[C@@H](CO)O1)NCc1ccncc1	8	0	·	-0.7
55	COc1ccc2c3c(n(C)c2c1)[C@@H](CO)N(C(=O)C1CC1)CC31CCN(C(=O)c2ccncc2)CC1	-68	1	·	0.0
56	C[C@H](CO)N1C[C@H](C)[C@@H](CN(C)Cc2ccc(C(F)(F)F)cc2)Oc2ccc(N(C)C)cc2CC1=O	-17	8	133*	-0.2
57	CC(C)NC(=O)N[C@H]1CC[C@@H](CCn2cc(-c3ccccc3)nn2)O[C@@H]1CO	7	-1	38	-0.2
58	CC(C)CC#Cc1ccc([C@H]2[C@H]3CN(C(=O)Nc4ccccc4)CCCCN3[C@H]2CO)cc1	4	30	101*	8.3
59	O=C(C[C@H]1CC[C@@H]2[C@H](COC[C@@H](O)CN2Cc2ccccc2)O1)N[C@H]1CCN(Cc2ccccc2)C1	-22	2	77	2.6
60	CN(C)C(=O)C[C@@H]1CC[C@H]2[C@H](COc3ccc(NC(=O)C4CCCC4)cc3C(=O)N2C)O1	15	0	·	1.2
61	C[C@H](CO)N1C[C@H](C)[C@@H](CN(C)Cc2ccc3c(c2)OCO3)Oc2ccc(NC(=O)Cn3cnnn3)cc2C1=O	13	-2	-4	0.1
62	CO[C@@H]1CN(C)C(=O)c2cc(NC(=O)Nc3cc(F)ccc3F)ccc2OC[C@H](C)N(C(=O)c2cnccn2)C[C@@H]1C	-58	·	·	-0.3
63	CCCNC(=O)N[C@H]1CC[C@@H](CCn2cc(C3CCCCC3)nn2)O[C@@H]1CO	-5	-1	·	-4.5

Single records, as listed above.
Shown for `CCCNC(=O)C[C@@H]1CC[C@@H]2[C@H](COc3ccc(NC(=O)c4ccccc4)cc3C(=O)N2C)O1` = Pf Dd2 growth: -21; C diff growth: -7; Tcruzi prolif: 14; GASC1 inh: -0.2
Shown for `C[C@@H]1CN([C@H](C)CO)C(=O)c2cc(NC(=O)Cc3cn(C)c4ccccc34)ccc2O[C@H]1CN(C)Cc1ccc(C(=O)Nc2ccccc2N)cc1` = Pf Dd2 growth: -44; C diff growth: ·; Tcruzi prolif: -1; GASC1 inh: -0.7
